697 NFkB inh – inhibitors of the PMA/ionomycin-induced NF-kB reporter in 697 B cells; actives 0.33% (n = 330,000); 697 B-cell NF-kB luciferase reporter, 16 h; inhibition, % at 4 µM; in the data active = inhibition above about 35%
CXCR6 inh – blocks human CXCR6 beta-arrestin recruitment | CHO-K1 PathHunter CXCR6 beta-arrestin, luminescence | actives 0.36% (n = 360,000) | inhibition, % at 20 µM | O00574; in the data active = inhibition above about 34%, passing the limit was not always enough;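 note: antagonist mode with CXCL16 agonist at 10 nM final; 0% = 10 nM CXCL16 with DMSO and 100% = unstimulated wells without agonist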
EBI2 block – blocks human EBI2 receptor beta-arrestin signaling; P32249; EBI2 beta-arrestin recruitment, luminescence, 7a,25-OHC stimulated; inhibition, % at 5 µM; actives 0.81% (n = 360,000); in the data active = inhibition above about 38%;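 note: enzyme fragment complementation signal reports receptor beta-arrestin coupling in cells; 0% = agonist plus DMSO wells and 100% = wells without agonist; some results beyond the cut were filed as inactive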
Target sequence (P32249 whole entry, looked up, the tested form may be a part): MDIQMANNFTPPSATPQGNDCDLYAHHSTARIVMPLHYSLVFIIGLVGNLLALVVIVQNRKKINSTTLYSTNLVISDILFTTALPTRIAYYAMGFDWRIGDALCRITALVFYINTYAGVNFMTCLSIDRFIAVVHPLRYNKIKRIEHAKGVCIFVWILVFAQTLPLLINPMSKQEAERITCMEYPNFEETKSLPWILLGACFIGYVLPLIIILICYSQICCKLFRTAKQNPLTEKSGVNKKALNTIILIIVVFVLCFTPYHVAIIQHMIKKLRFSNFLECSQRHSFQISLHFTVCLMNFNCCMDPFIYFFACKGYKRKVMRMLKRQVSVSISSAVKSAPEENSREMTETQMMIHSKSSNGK
APJ antag – blocks the human apelin receptor APJ. P35414. CHO-K1 APJ beta-arrestin complementation, luminescence. inhibition, % at 20 µM. actives 0.32% (n = 330,000). AID 2521;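 active = inhibition above about 40% at 20 µM, limit read from the data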;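 note: cells challenged with 10 nM apelin-13 agonist together with compound; plate controls were apelin-13 plus DMSO wells for no effect and DMSO wells lacking apelin-13 for full effect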
Target sequence (P35414 whole entry, looked up): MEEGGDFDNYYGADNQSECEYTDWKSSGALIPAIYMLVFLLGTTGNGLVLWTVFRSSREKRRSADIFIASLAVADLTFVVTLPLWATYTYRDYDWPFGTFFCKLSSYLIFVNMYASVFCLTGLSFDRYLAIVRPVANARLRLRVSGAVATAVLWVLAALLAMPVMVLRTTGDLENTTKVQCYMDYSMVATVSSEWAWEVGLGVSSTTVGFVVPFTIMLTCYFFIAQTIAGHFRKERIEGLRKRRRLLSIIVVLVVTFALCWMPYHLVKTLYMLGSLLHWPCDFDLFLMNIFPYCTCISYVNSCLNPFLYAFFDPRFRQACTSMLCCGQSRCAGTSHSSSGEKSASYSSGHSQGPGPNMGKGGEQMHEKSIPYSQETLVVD
Jurkat NFkB inh – lowers PMA/ionomycin-induced NF-kB signal in Jurkat cells. PMA/ionomycin-induced NF-kB luciferase reporter, luminescence. inhibition, % at 4 µM. actives 0.53% (n = 330,000). AID 435003; in the data active = inhibition above about 50%
CCR6 antag – blocks CCL20-driven beta-arrestin recruitment at human CCR6; P51684; inhibition, % at 20 µM; actives 0.49% (n = 340,000); CHO-K1 CCR6 PathHunter beta-arrestin, luminescence, CCL20-stimulated;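 active = compounds whose inhibition of the agonist-driven luminescence signal at 20 µM reaches about 50%, limit read from the data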;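 note: cells stimulated with CCL20 at 14 nM final; plate controls were DMSO with CCL20 for no effect and DMSO without agonist for full effect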
Target sequence (P51684 whole entry, looked up): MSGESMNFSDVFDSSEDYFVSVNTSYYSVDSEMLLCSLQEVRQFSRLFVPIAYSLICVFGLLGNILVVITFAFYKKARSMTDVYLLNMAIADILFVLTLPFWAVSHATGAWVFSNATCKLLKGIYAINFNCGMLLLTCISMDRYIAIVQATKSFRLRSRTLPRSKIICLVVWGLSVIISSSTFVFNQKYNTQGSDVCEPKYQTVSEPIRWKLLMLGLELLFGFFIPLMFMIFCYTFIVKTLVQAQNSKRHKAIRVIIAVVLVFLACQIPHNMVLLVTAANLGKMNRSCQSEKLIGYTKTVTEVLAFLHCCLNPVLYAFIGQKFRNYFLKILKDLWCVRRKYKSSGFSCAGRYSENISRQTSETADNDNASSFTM
UBC13 inh – human UBC13 polyubiquitination inhibition; P61088; UBC13 polyubiquitin chain formation, TR-FRET; inhibition, % at 20 µM; actives 0.47% (n = 330,000); in the data active = inhibition above about 45%, passing the limit was not always enough
Gli-Sufu block – antagonists of Gli-Sufu signaling; inhibition, % at 5 µM; Sufu-KO-LIGHT fibroblasts, Gli luciferase reporter luminescence; actives 0.74% (n = 340,000); AID 588413;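 active = inhibition above about 55%, limit read from the data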;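 note: 0% = DMSO-treated cells and 100% = wells with medium but no cells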
* hit, by the source's call; / = not tested or not shown.

SMILES	697 NFkB inh	CXCR6 inh	EBI2 block	APJ antag	Jurkat NFkB inh	CCR6 antag	UBC13 inh	Gli-Sufu block
CCOC(=O)[C@H]1[C@H]2COc3ccc(Br)cc3[C@@H]2N2C(=O)c3c(C)cc(C)cc3NC(=O)[C@@]12C	-8.9	20.5	16.2	17.7	1.9	11.7	6.0	16.6
O=C(CC1SC(N2CCCCC2)=NC1=O)Nc1cccc(C(=O)O)c1 (stereo unspecified)	17.3	-5.2	-0.2	25.0	2.0	6.8	-1.1	-0.3
CCc1ccc(OCC(=O)Nc2nnc(-c3ccco3)s2)cc1	5.6	-9.5	-6.8	-5.1	-10.1	9.8	-7.3	-1.6
O=C(COC(=O)c1ccccc1Br)NCCN1C(=O)CSC1=O	2.3	-2.5	-4.3	13.1	-7.9	7.3	-6.2	-18.3
O=C(NC1CCCCC1)NC1CC2CCC(C1)N2C(=S)NCc1ccco1 (stereo unspecified)	-11.7	2.4	-10.3	2.2	-2.6	-4.7	1.5	-2.4
Cc1cc(=O)[nH]c2c1c(-c1ccccc1)nn2C	8.3	-2.6	-4.0	17.3	14.1	7.9	1.9	4.2
COC(=O)c1ccc(C(=O)NC2CCCc3c2cnn3-c2ccccc2F)nc1 (stereo unspecified)	-43.9	7.2	-6.1	-0.9	56.0*	0.6	-1.9	40.2
Cc1occc1C(=O)N1CCCC(Nc2ccc(F)cc2)C1 (stereo unspecified)	-12.8	-6.4	3.0	13.0	-5.9	11.6	0.7	4.9
O=C(NCc1ccccn1)C(=O)NCC1OCCCN1S(=O)(=O)c1cc(F)ccc1F (stereo unspecified)	-3.3	0.2	10.8	5.0	9.4	3.2	-3.1	0.6
CCOC(=O)c1cc(-c2ccc(F)cc2)n(CC(=O)Nc2nccs2)c1C	-2.7	-3.2	15.0	-11.1	3.4	13.3	8.8	-2.7
O=C(Nc1ccc(S(=O)(=O)N2CCCCC2)cc1)C1CCCCC1	1.3	1.4	-2.6	-11.6	-17.1	2.8	-0.8	21.8
CN(C)c1ccc(C(=O)N2CCN(c3cc(C(F)(F)F)nc4ccccc34)CC2)cc1	-20.8	10.0	30.9	20.6	-14.2	14.0	-9.3	7.7
Cc1ccc(C(=O)N/C(=C/c2ccccc2F)C(=O)NCCCn2ccnc2)cc1	9.3	-3.1	-13.6	10.7	-0.1	6.8	-1.0	-5.6
Cc1cccc(Nc2nnc(C)c(=O)n2N)c1	13.4	-1.6	3.0	8.5	-21.7	10.4	-1.2	-0.1
CN1CCC(N(C)S(=O)(=O)c2ccc(NC(=O)c3ccc(S(=O)(=O)N(C)C)cc3)cc2)CC1	-0.4	5.1	-7.1	6.1	-2.0	8.8	-1.0	6.3
COc1cc(OCC(N)=O)cc(OC)c1OC	-30.2	-0.4	-8.4	-21.0	5.0	-6.6	-15.8	6.5
O=C(COC(=O)CCN1C(=O)c2ccccc2C1=O)Nc1ccc(S(=O)(=O)N2CCCC2)cc1	8.6	2.1	-11.6	10.5	6.9	3.0	11.1	6.5
Cc1ccc(N2C(=O)C(Cl)=C(N3CCOCC3)C2=O)c(C)c1	-2.6	-6.5	-0.9	-25.0	-12.4	-7.7	-4.5	0.4
CCCSc1ccc([C@@H]2[C@@H]3C(=O)N(C)C(=O)[C@@H]3[C@]3(C(=O)OC)CCCN23)cc1OC	12.2	4.5	-2.5	7.5	1.9	-0.2	-7.6	-10.6
O=C(COc1ccc2ccccc2c1)N1CCN(C(=O)c2ccc([N+](=O)[O-])cc2)CC1	19.8	-13.8	94.4*	-13.1	16.6	-10.6	-1.4	7.9
CC(OC(=O)c1ccc(C#N)cc1)C(=O)Nc1ccc(Cl)cn1 (stereo unspecified)	-5.7	12.3	4.1	7.9	11.1	3.3	-2.7	2.5
Cc1cccc(C(=O)OCc2cc(=O)oc3c(C)c(C)ccc23)c1O	-11.5	8.9	8.0	11.3	-27.3	-5.7	3.8	-39.4
Cn1c(C2=C(O)CN(Cc3ccccc3)C2=N)[n+](C)c2ccccc21	5.2	-2.3	5.6	-9.2	-4.8	11.2	-5.4	/
CC(Oc1cc(F)ccc1[N+](=O)[O-])C(=O)Nc1ccc(S(=O)(=O)N2CCCC2)cc1 (stereo unspecified)	15.3	-12.7	-7.7	-12.3	0.3	19.7	9.9	4.6
CCOC(=O)CCCCCC(=O)Nc1ccc2c(c1)CC(=O)N([C@H](C)CO)C[C@@H](C)[C@H](CN(C)Cc1ccc3c(c1)OCO3)O2	13.2	4.7	-3.0	-5.3	-10.4	5.5	15.7	-2.1

In another format: entries from further up
SMILES,697 NFkB inh,CXCR6 inh,EBI2 block,APJ antag,Jurkat NFkB inh,CCR6 antag,UBC13 inh,Gli-Sufu block
CCOC(=O)[C@H]1[C@H]2COc3ccc(Br)cc3[C@@H]2N2C(=O)c3c(C)cc(C)cc3NC(=O)[C@@]12C,-8.9,20.5,16.2,17.7,1.9,11.7,6.0,16.6
O=C(CC1SC(N2CCCCC2)=NC1=O)Nc1cccc(C(=O)O)c1 (stereo unspecified),17.3,-5.2,-0.2,25.0,2.0,6.8,-1.1,-0.3
CCc1ccc(OCC(=O)Nc2nnc(-c3ccco3)s2)cc1,5.6,-9.5,-6.8,-5.1,-10.1,9.8,-7.3,-1.6

2 compounds drawn at random from those above:
SMILES	697 NFkB inh	CXCR6 inh	EBI2 block	APJ antag	Jurkat NFkB inh	CCR6 antag	UBC13 inh	Gli-Sufu block
Cc1occc1C(=O)N1CCCC(Nc2ccc(F)cc2)C1 (stereo unspecified)	-12.8	-6.4	3.0	13.0	-5.9	11.6	0.7	4.9
O=C(NC1CCCCC1)NC1CC2CCC(C1)N2C(=S)NCc1ccco1 (stereo unspecified)	-11.7	2.4	-10.3	2.2	-2.6	-4.7	1.5	-2.4

(cont.)
SMILES	697 NFkB inh	CXCR6 inh	EBI2 block	APJ antag	Jurkat NFkB inh	CCR6 antag	UBC13 inh	Gli-Sufu block
CCN(CC)c1nc(SCC(=O)O)nc(N(CC)CC)n1	10.8	4.7	-4.3	17.0	23.0	5.0	3.2	-18.1
Cc1ccc(NC(=O)COC(=O)CN2C(=O)c3ccccc3C2=O)cc1	-9.7	3.1	-17.0	-1.6	1.9	2.4	2.6	-0.6
CN1CCN(c2ccc(C(=O)c3ccc(F)cc3)cc2)CC1	-73.3	-6.2	-16.3	14.7	-77.9	-5.7	-0.6	3.6
O=C1CN(c2ccc(Cl)cc2)C2(CCCCC2)S1	7.8	7.5	-6.3	-11.3	-5.5	2.2	-2.9	0.7
O=C(Nc1ccc(N2CCOCC2)cc1N1CCOCC1)c1ccc([N+](=O)[O-])cc1Cl	11.3	-5.1	-6.2	-50.5	0.4	-11.5	-7.8	4.6
Cc1cccc(-n2nc3c(c2NC(=O)c2ccc(Br)o2)CSC3)c1C	0.7	4.5	1.5	13.9	2.5	8.8	-4.1	4.6
Cc1csc(N/N=C/c2ccccn2)n1	-158.2	22.8	0.0	12.4	-92.3	60.3*	0.7	-28.1
COc1ccc(/C=N/NC(=O)c2cccc(NC(C)=O)c2)c(OC)c1	11.1	-1.6	2.3	5.3	-9.8	-2.1	-7.6	2.0
CCOC(=O)C(=CNc1cccc(N)n1)C(=O)OCC	27.5	3.3	5.6	1.2	10.9	-4.7	-2.7	-8.2
CC1CCN(C(=O)C2CCC(C)(C(=O)O)C2(C)C)CC1 (stereo unspecified)	-1.4	7.2	-4.8	5.8	4.3	3.4	0.8	-1.8
CCOC(=O)CN1C(=O)CSc2ccc(S(=O)(=O)N3CCCC3)cc21	17.0	-1.0	-1.3	-6.8	1.0	1.0	7.6	-19.6
COc1ccc(/C=C(\C#N)C(=O)c2c(C)[nH]c3ccccc23)cc1OC	7.4	15.1	30.8	12.1	-0.2	10.8	-5.2	12.7
COc1ccc(S(=O)(=O)Nc2cccnc2)c(Cl)c1Cl	21.8	-2.3	-5.1	-5.4	-5.8	-9.5	0.2	-1.3
Cc1ccc(Nc2nc3ccccc3n3nnnc23)cc1	-8.8	-9.4	16.6	-25.9	-23.9	10.6	17.1	-28.4
Cc1ccc2nc(N/N=C/c3ccco3)cc(C)c2c1	-48.8	-6.0	3.2	-4.5	-47.0	0.1	-23.3	-47.3
O=C(c1cccs1)N1CCN(Cc2cccnc2)CC1	8.4	-4.6	-10.0	-0.7	10.1	-0.7	-8.0	-9.6
COc1ccccc1C(CNC(=O)c1cccc(S(=O)(=O)Nc2ccc(C)cc2)c1)N1CCCC1 (stereo unspecified)	12.7	11.6	-9.7	-8.2	-0.4	10.8	10.1	18.3
CCN(CC)CCN1C(=O)C(=O)/C(=C(/O)c2c(C)[nH]c(C(=O)OC)c2C)C1c1ccccc1OC (stereo unspecified)	-1.8	-0.5	-10.9	1.9	21.6	-13.2	-4.9	7.8
CN1CCN(C(=O)c2ccc(NS(=O)(=O)c3cccc([N+](=O)[O-])c3)cc2)CC1	5.0	0.3	-8.6	16.9	9.2	12.1	-5.8	-5.4
c1ccc(Nc2nc(-c3ccncc3)cs2)nc1	-150.5	-5.9	15.4	-21.9	-127.1	-9.6	-3.7	2.8
NS(=O)(=O)c1ccc(CNC(=O)CSc2nc3ccc(Cl)cc3[nH]2)cc1	1.5	-3.5	4.4	11.8	-4.5	5.4	7.0	21.6
COc1ccc(N2CCN(CCNS(=O)(=O)c3ccc(C)cc3)CC2)cc1	4.1	0.6	-4.1	12.9	-21.6	17.3	-11.0	14.4
COc1cccc(CC(=O)Nc2ccccc2C(=O)N2CCOCC2)c1	6.1	10.9	6.6	2.8	10.7	-2.1	8.9	0.6
O=C(COC(=O)c1cc(S(=O)(=O)N2CCCCC2)ccc1Cl)NC1CCS(=O)(=O)C1 (stereo unspecified)	2.8	2.6	-2.3	-2.1	-15.8	-4.2	-9.0	0.4
Cc1noc2ncnc(Sc3ccc(Br)cc3)c12	-0.3	13.7	-34.8	14.5	14.2	12.3	17.0	3.0
Other entries follow:
SMILES	697 NFkB inh	CXCR6 inh	EBI2 block	APJ antag	Jurkat NFkB inh	CCR6 antag	UBC13 inh	Gli-Sufu block
Cc1cc(C(=O)N2CCCC(Nc3ccc(C(C)C)cc3)C2)nn1C (stereo unspecified)	-15.5	-4.2	-11.3	15.7	-7.5	3.3	7.2	-7.9
CCOc1cc(-c2nc(C)c(C(C)=O)n2O)ccc1OCC(=O)Nc1cccc(C)c1	19.3	-0.6	11.1	-15.5	11.4	12.2	-8.1	2.9
Cc1nn(-c2ccccn2)c2c1C(=O)CC(C)(C)C2Br (stereo unspecified)	-10.6	-3.3	-0.9	-7.1	-3.6	-1.1	-15.8	0.8
Cc1ccc(C)c(-n2cc(CN3CCCN(C=O)CC3)c(-c3ccccc3)n2)c1	-8.9	0.2	-3.2	8.4	-1.2	-0.2	8.8	9.9
CN(C)S(=O)(=O)c1ccc(NC(=O)CCNC(=O)c2ccco2)cc1	12.9	0.6	3.2	4.2	-7.5	15.8	4.4	-17.3
Cn1c(=O)c2c(nc(Br)n2CC(=O)c2cccs2)n(C)c1=O	-22.9	16.5	2.9	-5.3	0.4	14.4	-2.9	49.1
Cc1ccc(-n2c([O-])nc(-[n+]3ccccc3)c2C=O)cc1	6.5	7.8	-11.4	-2.2	-2.6	-15.1	-2.0	-5.1
Cc1cc(N2CCOCC2)nc2ccc(NC(=O)CCC(=O)N3CCN(c4ccc(F)cc4)CC3)cc12	-51.6	-8.4	1.1	-20.7	-19.9	1.2	-4.6	-24.0
COC(=O)c1ccc(Oc2ccc3nncn3n2)cc1	2.9	13.1	1.9	5.9	2.2	7.5	8.6	4.2
O=C(NCc1ccccc1F)C1CCCN1S(=O)(=O)c1ccc(Cl)cc1 (stereo unspecified)	6.5	-4.9	2.9	11.9	-10.6	18.7	4.7	-7.3
Cc1cc(NC(=O)CSc2nc3ccsc3c(=O)n2CCCCC(=O)O)no1	-107.0	3.9	-6.3	-4.7	0.9	4.8	-3.1	-4.9
COc1ccc(-c2sc3ccccc3c2-c2ccc(OCCN3CCOCC3)cc2)cc1	-40.5	13.0	34.0	-20.6	-25.4	0.2	54.3*	1.5
COCC(Cc1ccccc1)NC(=O)Cn1cc(C)c(=O)[nH]c1=O (stereo unspecified)	/	-7.3	-6.0	/	/	-5.8	/	0.9
COc1ccc(C2NC(c3ccc(OC)cc3)C([N+](=O)[O-])C(C)(C)C2[N+](=O)[O-])cc1 (stereo unspecified)	8.0	10.8	16.2	11.4	13.7	8.3	-4.2	-1.3
Cc1ccc(Nc2c(-c3ccc(C)o3)nc3cnccn23)cc1	-30.2	8.1	3.2	22.8	-28.9	37.8	7.0	-21.1
